Screening data: PubChem, several laboratories
LEDGF integ inh – blocks HIV-1 LEDGF/p75-dependent DNA integration. actives 0.64% (n = 370,000). TR-FRET IN-LEDGF/p75 DNA integration, Eu/Cy5. inhibition, % at 3.7 µM;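 active = inhibition above the screen-wide mean plus 3 SD, cut at about 13% in these data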;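 also: signal is the Cy5 over europium emission ratio at 671 and 618 nm; 0% = plate median of compound wells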
rCAG RNA binder – binds r(CAG) RNA repeats; r(CAG) RNA repeat, TO-PRO-1 dye displacement fluorescence; inhibition, % at 3 µM; actives 1.3% (n = 370,000); AID 651821;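 active = inhibition above the plate cutoff, the mean of all test compounds on that plate plus 3 SD, cut at about 35% in these data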;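 also: 0% = DMSO alone and 100% = 100 µM mitoxantrone as full dye displacement; higher means more dye released from RNA so lower well fluorescence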
ABHD4 inh – inhibits mouse alpha/beta hydrolase domain 4; purified mABHD4, FP-Rh probe fluorescence polarization; inhibition, % at 8.92 µM; actives 0.54% (n = 370,000); AID 720543;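 active = inhibition exceeding the mean over every tested compound plus 3 SD, cut at about 30% in these data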;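 also: 0% = plate median of compound wells and 100% = S159A mutant with DMSO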
Target sequence (Q8VD66 whole entry, looked up, the tested form may be a part): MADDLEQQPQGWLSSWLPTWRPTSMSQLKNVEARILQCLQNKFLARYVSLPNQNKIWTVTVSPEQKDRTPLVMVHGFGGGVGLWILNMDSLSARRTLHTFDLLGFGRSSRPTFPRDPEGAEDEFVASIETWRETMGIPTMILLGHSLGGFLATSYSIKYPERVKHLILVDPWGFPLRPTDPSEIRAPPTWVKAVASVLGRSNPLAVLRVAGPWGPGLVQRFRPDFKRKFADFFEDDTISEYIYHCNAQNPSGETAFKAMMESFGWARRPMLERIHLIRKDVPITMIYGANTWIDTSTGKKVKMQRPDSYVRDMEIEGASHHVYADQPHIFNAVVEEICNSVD
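Assay system: wild-type mouse ABHD4 protein; compound: single nominal dose of 8.92 µM, 0.89% DMSO final; schedule: 45 min + 60 min at 25 °C; measured by: FP readout, ex 525 nm / em 598 nm; evaluation: % inhibition of FP-Rh probe binding versus controls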
PRMT1 FP inh – PRMT1 (human) inhibition, primary screen; recombinant PRMT1, activity-based probe fluorescence polarization; actives 1.3% (n = 370,000); AID 652257; Q99873; inhibition, % at 2.79 µM;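 active = inhibition above about 21% made by adding two undisclosed values, limit read from the data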
HTRA1 inhibitor – blocks human HTRA1 serine peptidase | Q92743 | actives 0.5% (n = 340,000) | recombinant HTRA1, FP-rhodamine activity-based probe, fluorescence polarization | inhibition, % at 5.96 µM | AID 504803; in the data active = inhibition above about 36%;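 also: 0% = enzyme with DMSO and 100% = wells lacking enzyme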
MBD2 DNA inh – MBD2-methylated oligo binding inhibition. Q9UBB5. AID 686964. actives 0.31% (n = 370,000). TR-FRET, MBD2 binding to methylated oligonucleotide. inhibition, % at 4.4 µM; in the data active = inhibition above about 13%
TCR-CD3 inh – inhibitors of human TCR-CD3 interaction; TAMRA-labeled TCR probe fluorescence, biochemical; inhibition, % at 9.4 µM; actives 0.37% (n = 360,000); in the data active = inhibition above about 19%;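 also: recombinant mutant TCR 2C K166C tagged with TAMRA read by polarization; 0% = receptor in buffer alone and 100% = receptor with positive control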
PG9 binder – PG9 antibody binding by small molecule | TR-FRET gp120-PG9 antibody binding | inhibition, % at 6.7 µM | actives 0.43% (n = 360,000) | AID 624416; in the data active = inhibition above about 8.5%
NR1D1 modulator – Rev-erb alpha (human) modulation. P20393. Rev-erbα–FITC-DNA binding, fluorescence polarization, 90 min. activity, % at 10 µM. actives 0.79% (n = 370,000);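 active = activity above about 14%, limit read from the data; passing the limit was not always enough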;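 also: 0% = DMSO wells with 35 nM protein and 100% = DMSO wells with 750 nM protein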
Target sequence (P20393 whole entry, looked up): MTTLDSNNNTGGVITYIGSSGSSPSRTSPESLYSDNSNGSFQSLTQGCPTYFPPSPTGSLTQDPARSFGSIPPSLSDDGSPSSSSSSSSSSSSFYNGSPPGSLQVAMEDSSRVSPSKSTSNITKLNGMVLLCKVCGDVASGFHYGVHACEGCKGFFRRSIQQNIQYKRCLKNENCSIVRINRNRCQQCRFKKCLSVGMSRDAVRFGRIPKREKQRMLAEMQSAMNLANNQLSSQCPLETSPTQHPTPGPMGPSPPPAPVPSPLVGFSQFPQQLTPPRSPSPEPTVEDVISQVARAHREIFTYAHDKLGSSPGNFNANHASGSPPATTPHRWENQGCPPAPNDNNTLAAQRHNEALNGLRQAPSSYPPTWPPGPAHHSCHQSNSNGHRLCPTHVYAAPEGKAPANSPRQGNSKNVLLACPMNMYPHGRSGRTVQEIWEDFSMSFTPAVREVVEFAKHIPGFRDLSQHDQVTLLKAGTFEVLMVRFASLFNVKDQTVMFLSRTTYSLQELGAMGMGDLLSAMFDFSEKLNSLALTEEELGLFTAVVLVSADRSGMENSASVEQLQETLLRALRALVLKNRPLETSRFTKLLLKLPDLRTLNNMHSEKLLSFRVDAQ
UHRF1 binding – blocks human UHRF1 binding to methylated DNA; Q96T88; actives 0.75% (n = 370,000); UHRF1 binding to methylated oligo, TR-FRET; inhibition, % at 4.4 µM; in the data active = inhibition above about 21%;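 also: UHRF1 SRA domain binding a hemimethylated CpG hairpin DNA probe; 0% = median of test compound wells and 100% = reference inhibitor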
The depositor's hits bear a star; / = no result given. Only part of the results is shown; the hit share may differ from the screen's.

canonical_smiles	LEDGF integ inh	rCAG RNA binder	ABHD4 inh	PRMT1 FP inh	HTRA1 inhibitor	MBD2 DNA inh	TCR-CD3 inh	PG9 binder	NR1D1 modulator	UHRF1 binding
CC(C)OC(=O)/C(=C/c1ccc2c(c1)c1ccccc1n2C)NC(=O)c1ccccc1	1	11	-16	0	-49	-5	-6	-2.4	9	1
Cc1cnn(C(=S)NCc2ccc(Cl)cc2)c1	0	2	-11	-1	/	-2	7	-2.3	3	0
CCOC(=O)N1CCN(c2c(NCC3CCN(Cc4cccc(C)c4)CC3)c(=O)c2=O)CC1	0	1	-3	-4	3	-1	12	-1.5	1	0
COC(=O)c1ccc(CNC(=O)Cn2nnnc2CN(C)C(C)C)cc1	-3	-1	-3	-2	0	-3	4	-3.0	0	0
O=C(Oc1cccc2ccccc12)c1ccncc1	-4	-3	5	3	2	-1	4	-0.2	2	-2
CCNC(=S)NNC(=O)c1cnccn1	-1	1	46*	-4	/	1	/	/	-6	4
CC(C)Cc1ccc(S(=O)(=O)Nc2ccc3[nH]c(=O)[nH]c3c2)cc1	3	11	-3	-1	-4	0	-8	0.1	-2	2
CCOC(=O)Cn1cnc2c(C#N)c3n(c2c1=O)CCCCC3	3	-1	-4	4	5	5	0	-0.4	-2	0
COc1ccc(/C=C/C(=O)Nc2sc(Cc3ccccc3)c(C)c2C(N)=O)cc1	2	7	3	-1	-4	-2	3	-1.0	7	0
Cc1ccc(OCCC(=O)OCC(=O)NC2CCCCC2)cc1	1	0	2	1	0	3	1	-0.8	0	-1
CC(C)CCNC(=O)c1cc([N+](=O)[O-])ccc1N1CCOCC1	1	2	2	0	4	-4	2	1.2	0	2
Cc1ccc(N(CC(=O)NCc2ccc(F)cc2)S(=O)(=O)c2c(C)nn(C)c2C)cc1	-2	-6	-16	7	2	3	-4	-1.6	-3	5
CCOC(=O)c1cnc2c(Cl)c(Cl)ccc2c1NCCN1CCOCC1	-2	1	4	-1	-6	-1	1	-1.2	17	20
COc1ccccc1C(=O)COC(=O)CCCN=C1NS(=O)(=O)c2ccccc21	2	3	-5	-7	0	-2	3	-1.3	4	0
NC(=O)C1CC(=O)N(CCc2ccc(F)cc2)C1 (stereo unspecified)	5	4	-2	12	-1	-2	-4	0.1	-7	3
c1ccc(Oc2nc(Oc3ccccc3)nc(N3CCOCC3)n2)cc1	4	-4	-7	-4	0	-7	9	-2.7	-1	-1
CCC1CCCCN1C(=S)Nc1ccc(OC(F)F)cc1 (stereo unspecified)	-7	1	-9	7	-1	7	-8	-1.4	-5	6
COc1cccc(/C(O)=C2/C(=O)C(=O)N(CCN3CCOCC3)C2c2cccs2)c1 (stereo unspecified)	0	9	1	4	1	-8	2	-1.2	-1	0
COc1ccccc1NC(=O)NC1(C(=O)N2CCC(C)CC2)CCCCC1	-3	-1	0	2	2	1	-4	-0.5	-3	0
Cc1occc1C(=O)NC1CCCCCCC1	0	-3	5	0	4	-1	-1	0.5	1	0
CN(C)c1ccc(C(CNC(=O)c2ccccc2F)c2c[nH]c3ccccc23)cc1 (stereo unspecified)	1	9	2	-3	-5	-1	-3	1.2	0	2
Cn1c(=O)cc(SCC(=O)NCCCN2CCOCC2)c2ccc(Cl)cc21	-2	-3	0	5	11	1	-5	-6.6	6	0
CCc1csc(CCNC(=O)C2CCC(=O)N(CCOC)C2)n1 (stereo unspecified)	2	1	1	-4	0	-4	5	0.3	7	4
S=C(Nc1cc(Cl)cc(Cl)c1)N1CCN(c2ccccn2)CC1	0	1	-6	-1	-8	4	-2	1.6	1	-1
O=C(OCc1cn(Cc2cc(F)cc(F)c2)nn1)N1CCOCC1	3	1	-1	-5	/	7	/	/	11	3
CCCN(CC(=O)Nc1ccc(C(C)=O)cc1)CC(=O)Nc1ccccc1C	1	-4	3	1	-6	-1	7	-1.2	2	17
COc1cc(/C=N/Nc2cccc(C)c2)cc(Br)c1O	-4	26	11	9	38*	-3	-6	0.6	-5	1
O=C(NCC(=O)N1CCN(c2ccccc2)CC1)c1ccco1	4	1	-4	-1	-4	1	3	-3.5	-7	1
COc1cc(OC)c2ccc(=O)oc2c1C(CC(=O)N1CCCC1)c1ccc(N(C)C)cc1 (stereo unspecified)	-2	2	0	7	0	4	-1	-1.1	-2	5
O=C(NCCN1CCOCC1)c1ccc2c(c1)N(Cc1ccc(F)cc1)C(=O)c1ccccc1S2(=O)=O	5	1	-2	-5	1	-6	2	-4.5	2	-2
Fc1ccccc1C(c1nnnn1C1CCCC1)N1CCN(Cc2ccccc2)CC1 (stereo unspecified)	-2	-6	5	1	-7	3	-2	-1.8	3	1
COc1ccc(NC(=O)CN2C(=O)NC3(CC(C)CC(C)(C)C3)C2=O)cc1S(=O)(=O)N1CCCCC1 (stereo unspecified)	-3	2	-6	1	-18	4	-6	2.5	5	2
CC(=O)NC(Cc1ccccc1)C(=O)NC(Cc1ccccc1)C(=O)O (stereo unspecified)	1	3	3	-1	4	3	-10	-0.9	1	3
CCOC(=O)C1CCCN(Cc2nc(N)nc(Nc3ccccc3)n2)C1 (stereo unspecified)	1	10	-11	4	-11	-2	-7	1.4	9	-6
COc1ccc(C(=O)Nc2ccc(N3CCN(C)CC3)cc2)cc1	-3	-2	-4	1	0	-1	1	-2.4	2	1
O=S(=O)(NCCCc1ccccc1)c1cccc2nsnc12	-4	1	3	-1	1	-3	-1	0.1	-2	0
Cc1cc(=O)n2nc(N3CCCC(C(=O)NCc4ccc5c(c4)OCO5)C3)sc2n1 (stereo unspecified)	-1	-1	3	2	0	-1	6	0.2	-4	1
COCCn1c(=O)c2c(nc3n2CCCN3CCc2ccccc2)n(C)c1=O	-3	-5	-2	3	6	5	-2	-2.0	-1	3
CC1(C)CC(=O)C(N=Nc2ccc(C(F)(F)F)cc2[N+](=O)[O-])=C(O)C1	-11	-4	2	3	/	-2	-4	-1.2	7	6
Cc1c(Br)cc(C(=O)NCCCN2CCOCC2)c(C)c1C	1	-3	1	-2	-3	-5	4	-0.8	6	-1
Cc1ccc(CNS(=O)(=O)NCc2cccs2)cc1	2	0	-6	-1	-2	2	0	-2.2	0	4
COc1cccc(C2CC(c3cccc(Br)c3)n3ncnc3N2)c1 (stereo unspecified)	0	-2	0	-3	-2	-3	0	-0.4	0	-1
CCOC(=O)c1nnn(-c2nonc2NC(C)=O)c1C	-1	-3	-4	5	0	3	2	-0.5	-5	1
Cc1ccc(C)c2c1N(Cc1ccccc1)C(=O)C21OCCO1	-1	-6	1	1	-3	1	4	-1.0	1	-2
C[C@H](NC(=O)c1[nH]cnc1C(=O)N[C@@H](C)CO)c1ccccc1	-11	2	1	-3	-1	2	4	0.3	-11	4
CC(C)(C)NS(=O)(=O)c1ccc(CCC(=O)N2CCOCC2)cc1	-1	-4	-2	-3	3	3	-1	-0.7	-2	0
COCC(=O)n1nc(NCc2ccc(OC)cc2)nc1NCc1ccc(OC)cc1	-4	-5	-3	1	-3	1	-5	-1.3	-2	4
COc1cccc(NC(=O)c2nn(C)c3c2CS(=O)(=O)c2ccccc2-3)c1	-3	2	-6	1	3	0	1	-2.6	4	-2
Cc1c(NS(=O)(=O)c2ccc(NC3CCCC3)c([N+](=O)[O-])c2)c(=O)n(-c2ccccc2)n1C	-4	4	6	-1	1	0	1	-0.9	4	-3
CCC1Oc2ccccc2C(=O)N(CC(=O)c2ccc3c(c2)OCCO3)C1=O (stereo unspecified)	-1	1	2	-4	-17	0	12	-2.5	1	0
CC(Nc1c[nH]c(=O)[nH]c1=O)c1ccccc1 (stereo unspecified)	2	0	2	1	-2	-1	0	-0.6	0	-1
CCCCN(C(=O)CCCc1nc2ccccc2c(=O)[nH]1)c1c(N)n(CC(C)C)c(=O)[nH]c1=O	-8	4	11	5	-2	-3	-1	1.0	-5	3
Cc1nc(C)c(-c2ccc(SCc3ccc(Cl)cc3)nn2)s1	-5	2	-10	-2	-16	-1	8	-0.1	7	-1
CCN(C(=O)COC(=O)/C=C/c1ccc(S(=O)(=O)N2CCc3ccccc32)cc1)C1CCS(=O)(=O)C1 (stereo unspecified)	4	4	-3	-1	/	-2	0	-2.0	-1	2
C(=C\c1ccccc1)/CSc1nnc(-c2cnccn2)n1Cc1ccco1	2	6	-2	8	-7	0	1	0.0	-3	-4
O=C(CNC(=O)c1ccccc1F)OCc1nc2ccc(Cl)cc2n1CCO	1	1	4	0	-3	-5	-4	-0.8	-2	-3
COC(=O)[C@]12CCCCC=C1N(Cc1ccccc1)C(=O)[C@H](CC(=O)N1CCCC1)C2	-5	0	2	3	/	6	-10	-1.1	1	2
CCOC(=O)C1CCCN(C(=O)Cn2nc(Cc3cccnc3)c3ccccc3c2=O)C1 (stereo unspecified)	2	0	2	1	4	-8	7	1.2	8	0
CC(C(=O)Nc1cccnc1)N1C(=O)C2C3C=CC(C3)C2C1=O (stereo unspecified)	2	-2	-3	-2	2	3	10	0.7	3	-1
C=CCC(=O)N(CC)CC1CCCN(CCc2cccc(F)c2)C1 (stereo unspecified)	-3	-7	0	1	3	1	-6	-0.3	-1	0

Entries listed so far shown as hits in ABHD4 inh.
Molecule | LEDGF integ inh | ABHD4 inh | PRMT1 FP inh | HTRA1 inhibitor | MBD2 DNA inh | TCR-CD3 inh | PG9 binder | NR1D1 modulator | UHRF1 binding
CCNC(=S)NNC(=O)c1cnccn1 | -1 | 46* | -4 | / | 1 | / | / | -6 | 4

The results go on:
canonical_smiles	LEDGF integ inh	rCAG RNA binder	ABHD4 inh	PRMT1 FP inh	HTRA1 inhibitor	MBD2 DNA inh	TCR-CD3 inh	PG9 binder	NR1D1 modulator	UHRF1 binding
COc1cc(NC(=O)c2cc(OC)c(OC)c(OC)c2)c2ncccc2c1	1	3	0	2	-12	-8	3	0.1	2	-2
Cc1ccc(C(=O)Oc2csc(=S)n2C(=O)c2ccc(C)cc2)cc1	0	3	14	4	3	-4	0	0.1	1	-4
COc1ccc(NC(=O)C(OC)c2ccccc2)cc1Cl (stereo unspecified)	0	0	-3	1	-2	5	-4	-0.6	6	2
C=CCOc1cccc(C2C(C(=O)c3ccco3)=C(O)C(=O)N2CCN2CCOCC2)c1 (stereo unspecified)	10	6	27	7	6	7	-3	3.1	6	19
Cc1cccc(-c2nc3c(c(SCC(=O)N4CCCC4)n2)COC(C)(C)C3)c1	-2	-4	8	-2	-4	2	4	0.4	1	0
CCN(CC)CCNC(=O)C1(O)c2cc(Br)ccc2NC(=O)N1c1ccc(Cl)cc1 (stereo unspecified)	5	3	-8	-2	3	-5	-9	-0.6	1	2
Cc1cccc(NC(=O)CCS(=O)(=O)c2cccc3nsnc23)c1C	-1	4	3	6	-5	-3	1	1.2	-7	-2
O=C(CSc1ncccc1-c1nc2ccccc2[nH]1)NCc1ccco1	7	13	11	11	-1	1	-4	-0.1	0	-4
Cc1ccc(C(=O)OCC(=O)NCCC2=CCCCC2)s1	0	-5	-3	-1	-11	-2	2	-1.3	1	-1
Cc1cccc(-c2noc(CCC(=O)NC3CCCCC3)n2)c1	2	-3	6	-8	-4	0	7	-1.5	3	-1
NC(=O)COc1ccc(/C=N/NS(=O)(=O)c2ccccc2)cc1	-1	14	1	1	3	-2	-2	-3.1	3	-1
